Compound activity as filed in PubChem BioAssay.
NLRP3 yeast inh = NALP3 inhibition in yeast | Yeast reconstituted NLRP3/ASC/caspase-1, beta-gal luminescence, 24 h | inhibition, % at 10 µM | 330,000 compounds, 0.39% hits | AID 2825;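 active means inhibition of 50% or more; inactive means inhibition below 50%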;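 further: plate controls were induced DMSO wells for no effect and uninduced yeast grown without galactose for full effect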
GRIN3A LBD mod = modulators (binders) of human NR3A ligand-binding domain | NR3A LBD differential scanning fluorimetry, Tm shift; 0% = protein alone, 100% = glycine-bound protein | Tm shift relative to glycine control, % at 25 µM | 340,000 compounds, 2.5% hits | AID 1259313;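 active means melting temperature shift of at least 10% of the positive control shift, at one fixed dose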
tim23-1 inh = inhibits growth of tim23-1 mutant yeast. S. cerevisiae tim23-1 growth, BacTiter-Glo luminescence, 24 h. inhibition, % at 20 µM. 330,000 compounds, 1.3% hits;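 active means growth inhibition of the mutant yeast at or above 50%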;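 further: temperature-sensitive mutant grown at 25 °C; plate controls were DMSO-treated mutant yeast for no effect and medium wells lacking yeast for full effect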
TIM10 inh = growth inhibitors of TIM10 yeast strain. S. cerevisiae TIM10 strain growth, BacTiter-Glo luminescence, 24 h. inhibition, % at 10 µM. 330,000 compounds, 1.4% hits;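 active means inhibition of 40% or more at the single tested concentration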;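 further: wild-type TIM10 isogenic control strain grown at permissive 25 °C; 0% = DMSO yeast wells and 100% = minimal medium wells without yeast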
tim10-1 inh = growth inhibitors of tim10-1 mutant yeast | inhibition, % at 20 µM | S. cerevisiae tim10-1 ts strain growth, BacTiter-Glo, 24 h | 330,000 compounds, 2.2% hits;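 active means inhibition of at least 40%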;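 further: mutant grown at 25 °C; 0% = DMSO wells with yeast and 100% = wells holding no yeast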
CHOP UPR activ = apoptotic UPR (CHOP) activation | CHO-CHOP luciferase reporter, luminescence; percent of tunicamycin response over DMSO baseline | activation, % at 10 µM | 330,000 compounds, 0.34% hits;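 active means at 10 µM dose, activation of 40% or more, normalized to positive control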;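 further: 100% = tunicamycin at 10 µg/mL and 0% = DMSO alone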
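Assay system: CHO-CHOP cells, stable luciferase reporter of PERK-eIF2a-CHOP signalling / Buffer or medium: F12 plus 10% serum / Compound dosing: one dose, 10 µM in 0.5% DMSO / Times: 6 h compound treatment, 37 °C / Technique: luciferase luminescence / Read-out: % reporter activation, DMSO baseline versus tunicamycin full activation / Benchmarks: tunicamycin and DMSO controls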
APJ agonist = agonists of human APJ apelin receptor | P35414 | CHO-K1 APJ PathHunter beta-arrestin, luminescence; 0% DMSO wells, 100% apelin | activation, % at 20 µM | 330,000 compounds, 0.11% hits | AID 2520;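 active means activation more than six SD over the plate average, tested at 20 µM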;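 further: 0% = DMSO alone and 100% = apelin-13 at 10 nM; some results filed as inactive read as strong as hits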
Target sequence (P35414 whole entry, looked up): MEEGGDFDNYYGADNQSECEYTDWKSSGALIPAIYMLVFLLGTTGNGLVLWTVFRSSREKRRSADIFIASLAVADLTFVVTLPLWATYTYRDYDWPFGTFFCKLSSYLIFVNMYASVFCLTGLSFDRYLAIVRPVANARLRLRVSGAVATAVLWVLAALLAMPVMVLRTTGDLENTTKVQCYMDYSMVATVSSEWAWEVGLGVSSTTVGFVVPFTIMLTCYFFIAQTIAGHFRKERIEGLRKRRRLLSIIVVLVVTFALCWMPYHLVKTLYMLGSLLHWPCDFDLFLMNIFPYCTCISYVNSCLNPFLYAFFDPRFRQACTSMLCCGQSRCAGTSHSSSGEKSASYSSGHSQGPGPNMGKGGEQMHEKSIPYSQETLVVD
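Test system – PathHunter CHO-K1 APJ (AGTRL-1) beta-arrestin reporter cells · Input – 1000 cells/well · Compound – single test compound dose, 20 µM final, 1% DMSO · Times – compound stimulation 90 min at 25 °C, detection 60 min · Technique – beta-gal luminescence · Read-out basis – APJ–arrestin association signal · Control set – negative DMSO alone, positive Apelin-13 at 10 nM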
Mdm2 MdmX PPI = inhibitors of human Mdm2/MdmX interaction; O15151+Q00987; SaOS-2 split-luciferase Mdm2/MdmX complementation, luminescence; inhibition, % at 8 µM; 330,000 compounds, 3% hits;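 active means inhibition of at least 50% at 8 µM in the primary screen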
XBP1 UPR activ = activators of adaptive arm of unfolded protein response (XBP1); CHO-XBP1 luciferase reporter, IRE1-XBP1 UPR activation, luminescence; percent of tunicamycin response, DMSO as zero; activation, % at 20 µM; 330,000 compounds, 0.33% hits; AID 463104;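 active means versus positive control, 20 µM dose yields 30% or more activation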;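 further: 100% = tunicamycin at 10 µg/mL and 0% = DMSO only wells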
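incubation = overnight seeding at 37 °C, 6 h compound treatment at 37 °C | assay system = CHO-XBP1 cells stably carrying IRE1-XBP1-driven luciferase reporter | input = 1000 cells per well | detection = luciferase luminescence | dosing = single point, 20 µM final compound, 1% DMSO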
An asterisk follows results filed as active; / = no result given.

SMILES,NLRP3 yeast inh,GRIN3A LBD mod,tim23-1 inh,TIM10 inh,tim10-1 inh,CHOP UPR activ,APJ agonist,Mdm2 MdmX PPI,XBP1 UPR activ
COCCN(C(=O)CNC(=O)c1ccco1)C(C(=O)NC1CCCC1)c1cccs1 (stereo unspecified),1.5,2.4,6.1,8.6,5.1,0.0,1.8,18.4,-0.3
Cc1cc(Br)c(NC(=O)c2ccccc2[N+](=O)[O-])cc1C,21.2,-1.8,13.5,-13.4,3.7,0.1,-3.4,-16.8,-2.5
Nc1ccc(SCc2nc3cccc4c3n2CCC4)cc1,12.8,2.0,12.2,-7.9,24.1,1.5,-1.7,-9.6,2.5
COc1ccc(NC(C)=O)cc1CNC(=O)COc1ccccc1C(=O)Nc1cccc(C)c1C,6.9,-1.5,8.2,3.3,11.7,2.8,-2.2,7.9,-4.5
CCNC(=O)C12CCC(C)(c3nc4cc(C)c(C)cc4nc31)C2(C)C (stereo unspecified),16.3,-0.2,29.2,9.8,28.2,0.0,-3.7,-0.1,-4.8
CCN=C1SC(CC(=O)Nc2ccc(C(F)(F)F)cc2)C(=O)N1CC (stereo unspecified),4.7,-1.6,26.3,24.9,22.6,-0.7,-1.5,-11.9,-1.8
Clc1ccc(-c2cnc3ccccc3n2)cc1,12.7,4.6,20.2,15.5,18.0,4.2,-3.0,-110.8,1.4
O=C(O)CCCC(=O)N1CCN(c2ncccn2)CC1,-4.1,3.7,-6.5,3.2,-5.1,0.3,-0.4,8.7,-1.1
O=C1CN(C(=O)COC(=O)c2ccc(Cl)cc2)c2ccccc2N1,11.7,-0.7,-11.2,0.2,-7.7,0.2,-3.7,24.7,-1.8
O=C(Nc1ccc(N2CCN(C(=O)c3ccc(Cl)cc3)CC2)cc1)c1ccc(Br)o1,12.2,-1.4,12.4,-0.4,33.8,-3.4,-2.9,9.3,-3.8
CCN(CC)Cc1c(C(=O)N/N=C/c2cccnc2)nnn1-c1nonc1N,7.1,-0.2,1.5,-11.4,-17.7,2.1,-1.2,-11.8,-0.2
CC(=O)c1cccc(NC(=O)C2CC(=O)N(c3ccc4c(c3)OCCO4)C2)c1 (stereo unspecified),12.8,0.5,17.9,11.4,4.6,-1.4,1.3,-16.2,-2.6
Cc1ccc2ccc[n+](Cc3ccccc3)c2c1,1.8,0.2,-14.8,-4.4,-15.2,-2.0,-2.6,26.2,-3.7
COc1ccc([C@@H]2CC=C(C(=O)O)[C@H](c3ccc(Cl)cc3)N2S(=O)(=O)c2ccc(C)cc2)cc1OC,0.7,-1.7,7.9,-2.9,-7.3,3.1,7.0,5.4,-0.3
CC(SCCc1ccccn1)C(=O)O (stereo unspecified),10.4,0.3,0.7,3.7,13.1,-2.0,5.9,-41.2,0.8
COc1cccc(NC(=O)c2ccco2)c1,27.7,1.8,33.9,18.0,6.1,5.3,7.1,-44.7,0.1
CC1(c2ccccc2)ON(c2ccccc2C(F)(F)F)C1=O (stereo unspecified),-3.8,/,62.0*,54.1*,-32.8,5.0,1.0,46.3,1.7
COCc1cc(/C=N\NC(=O)Cc2ccc(Cl)cc2)ccc1OC,9.9,-2.7,9.7,8.7,13.1,2.1,-1.1,8.4,1.1
CCC(C)(C)C1CCc2[nH]nc(C(=O)NCc3ccccn3)c2C1 (stereo unspecified),-5.5,0.2,41.7,10.2,34.1,2.5,-1.6,16.9,-0.6
COc1ccc(C(CC(=O)O)N2Cc3ccccc3C2=O)cc1OC (stereo unspecified),16.0,-0.5,-2.8,3.9,-3.6,1.2,-1.8,9.7,-3.1
CC(=O)c1cccc(NC(=O)N2CCCC2C(=O)Nc2c(C)cccc2C)c1 (stereo unspecified),-0.8,2.8,0.8,4.9,1.8,-1.5,-1.4,22.9,-2.7
CCCN(CCC)c1nc2c(C)cccn2c(=O)c1/C=C1/SC(=S)N(Cc2ccco2)C1=O,25.8,2.1,11.4,4.2,29.1,0.0,-4.1,3.0,-2.2
CC(C)CN(C(=O)COC(=O)CSc1ccccc1F)c1c(N)n(Cc2ccccc2)c(=O)[nH]c1=O,11.1,1.0,1.8,6.7,-11.0,1.0,1.6,5.2,-2.2
COc1ccc(C(=S)N2CCOCC2)cc1OC(=O)c1ccc([N+](=O)[O-])cc1[N+](=O)[O-],9.2,-0.4,58.5*,71.0*,60.3*,37.9,8.6,30.0,-2.5
COc1ccccc1C(=O)NNC(=O)c1cccc(Cl)c1,1.7,-2.4,-2.7,5.9,12.5,1.3,-2.7,-112.3,-1.6
COc1ccc2[nH]c3c(c2c1)CCN1C(=O)C(CC(=O)NCc2cccc(C(F)(F)F)c2)C[C@H](C(=O)N2CCCCC2)[C@@]31C (stereo partly specified),/,-7.0,33.0,-5.0,19.6,4.3,/,47.3,2.0
O=C(COC(=O)CCc1ccccc1)Nc1ccccc1OC(F)F,-16.6,-0.9,10.4,1.3,15.5,0.7,-3.5,-19.8,-0.6
CC(C)[C@H](NC(=O)c1ccco1)C(=O)OCC(=O)N1CCc2ccccc21,-2.6,0.6,2.1,1.2,-12.2,5.1,-3.5,14.0,-0.7
CC(=O)Nc1ccc(S(=O)(=O)NCCC(=O)NCCc2ccc(F)cc2)cc1,6.0,2.3,1.7,6.6,15.5,0.4,-1.8,-12.2,-1.4
COc1ccc(Nc2nc3ccccc3n2C)cc1,15.0,1.4,14.2,2.9,7.7,5.3,-0.3,-37.9,-0.2
Clc1ccccc1OCCn1cnc2ccccc21,75.8*,-0.5,34.5,-7.6,23.5,3.9,-0.8,-37.5,1.1
O=C(CN1C(=O)c2ccccc2C1=O)NCC1CCCO1 (stereo unspecified),17.0,-0.5,4.6,-3.1,12.0,-3.2,-3.3,14.4,0.7
O=C(CSc1nnc(COc2ccc(Cl)cc2)o1)NC1CC2CCC1C2 (stereo unspecified),13.8,-1.5,7.5,16.1,-13.0,4.3,-2.0,25.0,-3.1
COc1ccc(C2=NOC(Cn3nc(C(=O)NCc4ccc(OC(F)(F)F)cc4)cc3-c3ccccc3)C2)cc1 (stereo unspecified),8.3,0.6,8.8,-12.5,4.3,1.1,15.4,38.2,0.1
O=C(COc1cc(O)c2c(=O)cc(-c3ccccc3)oc2c1)c1cccc([N+](=O)[O-])c1,10.6,-0.9,8.8,-5.8,-23.9,4.5,3.1,21.1,-3.3
COc1ccc(C(=O)NC(=S)Nc2cccc3cc(O)ccc23)cc1OC,17.5,0.2,21.5,24.4,25.7,0.9,1.6,-17.0,-2.1
CCOc1cc2[nH]c(=O)n(Cc3ccc(C(=O)NCCCN4CCC(C)CC4)cc3)c(=O)c2cc1OCC,21.2,0.2,9.5,4.3,0.6,-0.5,-3.0,32.5,0.5
CS(=O)(=O)N(CC(=O)N1CCCCC1)Cc1ccccc1,9.8,-2.2,1.8,4.3,-1.4,-0.7,-0.5,13.9,-2.0
CC(C)C[C@H](N)C(=O)N1CCC(C(=O)N[C@H](C(=O)NCc2ccc(F)cc2)C(C)C)CC1,7.7,-2.4,-3.5,-0.1,1.8,-0.4,0.7,26.9,0.0
Cc1ccc(NC(=S)/C(=C(\[O-])c2ccc(F)cc2)[n+]2ccccc2)cc1,11.0,0.9,20.6,22.5,23.1,0.8,-5.8,8.2,7.1
CNC(=O)c1c(NC(=O)c2ccco2)sc2c1CCC2,26.7,1.7,44.9,18.5,41.2*,1.1,-1.5,0.6,0.3
Cn1cc(CCC(=O)N2CCCC(N3CCN(c4ccccc4F)CC3)C2)cn1 (stereo unspecified),7.4,-0.2,5.4,6.6,-10.1,-1.5,-7.9,6.2,-2.8
NC(=O)CSc1nnc(-c2ccccc2Br)n1-c1cccc(C(F)(F)F)c1,2.4,-1.1,14.8,8.5,9.2,0.1,-1.3,-3.3,1.7
COC(=O)c1sc(S(=O)(=O)N2CCN(CCO)CC2)c(C(=O)OC)c1C,16.3,2.3,15.1,-4.0,9.1,-1.9,-1.6,-1.7,-1.6
CCCC(=O)Nc1ccc(Cl)c(NC(=O)CC)c1,1.8,0.3,7.9,1.9,7.6,0.7,-1.1,-0.7,-1.9
CCOC(=O)C1CCCN(S(=O)(=O)c2cc3c4c(c2)CCC(=O)N4CCC3)C1 (stereo unspecified),21.0,1.0,20.2,16.0,10.3,1.0,9.2,26.9,-2.4
Cc1cc(C)c2cc(CN(Cc3nnnn3C3CCCCC3)CC3CCCO3)c(=O)[nH]c2c1 (stereo unspecified),16.5,-9.3,6.7,6.9,15.6,-0.9,-4.0,13.6,-2.1
COc1ccc(N(CC(=O)NN=C2CCN(C)CC2)S(=O)(=O)c2ccc(NC(C)=O)cc2)cc1,2.0,-2.0,13.6,1.1,17.5,0.2,0.6,2.9,5.8
COc1ccc(S(=O)(=O)N2CCOCC2)cc1NC(=O)c1ccc2c(c1)OCCO2,0.8,-1.6,23.5,10.2,27.7,2.5,-2.8,14.4,-1.9
COc1ccc(-c2nnc(SCC(=O)c3ccco3)n2-c2ccccc2)cc1,10.5,0.8,2.2,4.7,23.4,1.7,-3.0,-22.4,-4.5

No enrichment for hits; overall some 8.2% were active at least once.
